KDM5B inh: blocks human KDM5B histone demethylase activity; Q9UGL1; KDM5B demethylase, FDH-coupled NADH fluorescence (FDH is formaldehyde dehydrogenase); Potency, µM (highest dose often 57.7 µM), inactives show top-dose activity change, negative = inhibition, usual class: inhibitors; 220,000 tested, 2.6% active; AID 1347165; active means well fitted inhibition curve with a large enough effect; inconclusive means small, poorly fitted or top-dose-only effect; inactive means no such curve, though single readings can be large or run the other way; further: 0% is about no effect; nearly all actives have a fitted effect of over 70% in size
Target sequence (Q9UGL1 whole entry, looked up): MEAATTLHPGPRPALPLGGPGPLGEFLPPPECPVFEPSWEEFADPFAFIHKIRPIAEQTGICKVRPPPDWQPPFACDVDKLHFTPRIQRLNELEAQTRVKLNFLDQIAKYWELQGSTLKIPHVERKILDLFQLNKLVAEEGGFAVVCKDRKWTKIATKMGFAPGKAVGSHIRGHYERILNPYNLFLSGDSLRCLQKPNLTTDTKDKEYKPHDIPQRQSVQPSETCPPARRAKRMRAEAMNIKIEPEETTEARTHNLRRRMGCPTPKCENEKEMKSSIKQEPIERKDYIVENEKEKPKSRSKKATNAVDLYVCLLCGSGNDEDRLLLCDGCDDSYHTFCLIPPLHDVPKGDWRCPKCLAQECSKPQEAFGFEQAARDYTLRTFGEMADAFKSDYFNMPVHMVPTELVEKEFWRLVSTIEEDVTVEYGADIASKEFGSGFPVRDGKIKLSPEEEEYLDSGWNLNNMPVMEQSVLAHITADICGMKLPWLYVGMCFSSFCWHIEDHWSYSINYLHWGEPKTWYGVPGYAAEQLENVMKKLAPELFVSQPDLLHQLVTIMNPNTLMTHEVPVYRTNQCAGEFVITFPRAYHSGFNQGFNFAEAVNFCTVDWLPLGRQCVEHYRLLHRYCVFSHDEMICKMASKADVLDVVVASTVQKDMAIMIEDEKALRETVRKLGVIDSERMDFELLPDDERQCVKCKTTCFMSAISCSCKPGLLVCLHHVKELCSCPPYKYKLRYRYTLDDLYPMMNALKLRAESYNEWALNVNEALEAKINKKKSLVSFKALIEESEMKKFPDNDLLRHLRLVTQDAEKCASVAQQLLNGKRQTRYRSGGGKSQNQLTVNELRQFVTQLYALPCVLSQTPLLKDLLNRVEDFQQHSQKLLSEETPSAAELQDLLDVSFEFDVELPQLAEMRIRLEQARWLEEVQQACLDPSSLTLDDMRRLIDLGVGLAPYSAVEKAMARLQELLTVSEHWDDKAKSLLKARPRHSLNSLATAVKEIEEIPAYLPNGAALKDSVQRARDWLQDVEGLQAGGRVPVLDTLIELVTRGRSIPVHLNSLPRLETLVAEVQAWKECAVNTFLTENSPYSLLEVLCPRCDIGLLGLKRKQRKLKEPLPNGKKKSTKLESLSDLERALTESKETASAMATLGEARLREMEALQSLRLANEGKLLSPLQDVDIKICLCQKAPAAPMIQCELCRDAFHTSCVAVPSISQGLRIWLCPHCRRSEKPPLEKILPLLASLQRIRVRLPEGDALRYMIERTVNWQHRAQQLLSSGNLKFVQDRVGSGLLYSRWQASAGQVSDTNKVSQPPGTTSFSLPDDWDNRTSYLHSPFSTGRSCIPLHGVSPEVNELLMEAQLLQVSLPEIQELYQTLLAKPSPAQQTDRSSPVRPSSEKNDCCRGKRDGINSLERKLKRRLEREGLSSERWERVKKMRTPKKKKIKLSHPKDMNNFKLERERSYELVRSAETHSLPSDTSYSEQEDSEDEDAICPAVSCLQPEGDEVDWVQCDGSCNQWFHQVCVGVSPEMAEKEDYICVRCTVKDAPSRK
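qHTS format, multiple compound concentrations. Buffer 50 mM HEPES pH 7.5/0.01% Tween-20; 200 nM KDM5BΔAP final; 10 min compound preincubation; substrate-mix levels 12.5 µM peptide, 25 µM α-KG, 0.25 mM NAD⁺; 30 min RT; ΔRFU.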
* hit, by the source's call; ? = inconclusive; & = joins results of further samples; [ ] = another dose, or the depositor's remark. Potency means the concentration at half of the fitted maximal effect. An excerpt; rates above refer to the full screens.

SMILES	KDM5B inh
CCc1nn(C(CC)C(=O)NCc2ccccc2C)c(=O)c2cc3oc(C)cc3n12 (stereo not given)	-12.4%
CC(C)CCNC(=O)c1ccc2c(c1)N(Cc1ccccc1F)C(=O)c1ccccc1S2=O (stereo not given)	-11.8%
CCOC(=O)c1cccc(NC(=O)c2cc3c(Cl)nc4ccc(C)cc4c3s2)c1	-7.3%
N#Cc1cccc(C(=O)/C=C/c2cccs2)c1	-26.1%
CC(=O)N1CCC(N(Cc2ccco2)C(=O)Nc2ccccc2C(F)(F)F)CC1	1.2%
Cc1ccc(Oc2ccc(NC(=O)c3nn(C)c(=O)c4ccccc34)cc2)cc1	6.9%
COc1ccc(NC(=O)N2CC(N(C3CCOCC3)S(C)(=O)=O)C2)cc1OC	-9.1%
CCc1nc2c(c(-c3ccc(O)cc3)n1)CCN(Cc1ccccc1C(F)(F)F)CC2	-23.8%
O=C(N/N=C/c1cccnc1)c1ccc(O)cc1	26.6%
CCC(C)n1c(=O)c2sccc2n2c(CCCC(=O)Nc3ccc(F)cc3)nnc12 (stereo not given)	-21.7%
CC(CC#N)NCc1ccc(CN2CCN(C)CC2)cc1 (stereo not given)	-24.7%
Cc1cccc(N2CCN(C(=O)c3ccc(CS(=O)c4cccc(Cl)c4)o3)CC2)c1C (stereo not given)	-13.3%
CCc1nc(-c2c3n(c(=O)n(Cc4ccccc4C(F)(F)F)c2=O)CCCC3)no1	-6.7%
COc1cc(C)cc2oc(=O)c(CC(=O)Nc3cccc(C(C)=O)c3)c(C)c12	?
COCCNC(=O)C(c1ccc(Cl)cc1)N(Cc1ccco1)C(=O)CCC(=O)Nc1ccccn1 (stereo not given)	-12.5%
O=C(Cn1c(=O)c2c(ncn2C2CCCC2)n(Cc2ccccc2)c1=O)NCc1ccccc1Cl	4.9%
Cc1noc(C)c1S(=O)(=O)N1CCC2(CC1)CC1C(=O)NCCN1C2 (stereo not given)	?
N#Cc1nc(-c2ccc(S(=O)(=O)N3CCCCC3)cc2)oc1NCCN1CCOCC1	?
CCN(c1ccccc1)S(=O)(=O)c1ccc(NC(=O)c2cc(=O)c3cc(C)ccc3o2)cc1	9.4%&17.6%
CN(C)CCN(Cc1ccc(Cl)cc1)C(=O)c1ccncc1	-7.0%

Among those listed so far, 2 have an aryl methoxy group:
SMILES	KDM5B inh
COc1ccc(NC(=O)N2CC(N(C3CCOCC3)S(C)(=O)=O)C2)cc1OC	-9.1%
COc1cc(C)cc2oc(=O)c(CC(=O)Nc3cccc(C(C)=O)c3)c(C)c12	?

Continuation:
SMILES	KDM5B inh
O=C(Cc1c[nH]c2ccccc12)N1CCC(CCOc2ccccc2F)C1 (stereo not given)	22.9%
Cc1cc2cc(CN)ccc2[nH]1	-23.3%
CCc1nnc(NC(=O)CSc2nc3c([nH]c4ccccc43)c(=O)n2-c2ccc(C)cc2)s1	?
CC(C)(C)c1ccc(/C=N/NC(=O)c2ccccc2)cc1	-4.6%
Cc1ccc(-c2nccn3cc(C(=O)N4CCN(C5CCCCC5)CC4)nc23)cc1	-26.7%
COc1ccccc1NC(=O)CCn1cnc2onc(-c3ccc(F)cc3)c2c1=O	6.7%&-3.4%
Nc1cc(Cl)ccc1OCc1ccccc1	-7.9%
Cc1noc([C@@H]2CN(C(=O)c3nccc4ccccc34)C[C@H]2CO)n1	-1.5%
Cc1cc(C)c2cc(C(=O)OC(C)C(=O)N3CCC(C)CC3)[nH]c2c1 (stereo not given)	-11.9%
COc1ccc(C(CNC(=O)COc2cc(C)c(Cl)c(C)c2)N2CCCCC2)cc1 (stereo not given)	-6.7%
COc1ccccc1Nc1cnc2ccc(-c3cccc(CO)c3)nn12	?
COCCN(C)C(=O)CCc1nnc(Cc2ccc(-c3ccccc3)cc2)o1	-17.3%
NC(=O)c1ccccc1NC(=O)CSc1nc2c(c(=O)[nH]1)CCCC2	1.3%
CC(C)NC(=O)c1cc(-c2ccc(Cl)cc2Cl)nc2c1cnn2C	89.1µM*
Cc1ccccc1C(=O)n1nc(NCc2cccs2)nc1NCc1cccs1	?
Cc1cccc(NC(=O)C2CC(=O)N(c3n[nH]c4ccccc34)C2)n1 (stereo not given)	-17.6%
O=C(Nc1ccc2ccccc2n1)c1ccc(S(=O)(=O)N2CCCC2)cc1	-11.9%
Fc1ccc2nc(CO[C@H]3CN(Cc4ccc5ccccc5n4)C[C@H]3F)[nH]c2c1	35.5µM*
Cc1nc2ccccc2c(C)c1C(=O)c1ccc(Cl)cc1	5.3%
O=C(CCSc1nc(Cl)nc2nc[nH]c12)NCCc1ccc(O)cc1	-12.9%
O=c1[nH]c2cc3c(cc2c(=O)n1CCc1nc(-c2ccc(C(F)(F)F)cc2)no1)OCO3	4.8%
O=C(CN1C(=O)CCc2cc(S(=O)(=O)N3CCOCC3)ccc21)NCc1ccccc1	-6.6%
OCCNc1nc2ccccc2nc1NCCO	?
Cc1ccc(SC(C)C(=O)Nc2cccc(F)c2)cc1 (stereo not given)	17.5%
COc1ccc(CNc2nc(-c3ccco3)nn2C(=O)c2ccccc2C)cc1	-17.7%
CN(CC1CCOC1)S(=O)(=O)c1cccs1 (stereo not given)	8.6%
COCCN1CCC2(C1)CN(C)c1ccc(C(=O)NCC3CC3)cc12 (stereo not given)	35.5µM*
CCc1cccc(Nc2ncncc2-c2nc(-c3ccccc3)no2)c1	98.3%[activator]
O=C(c1cccnc1OC1CCN(C(=O)C2CC2)C1)N1CCCCC1 (stereo not given)	8.4%
C/C(=N\NC(=O)c1ccccn1)c1ccc(Cl)cc1	17.2%
C#CCOC(=O)c1cccc(C(=O)O)c1	18.1%
O=C(CSc1ncnc2ccccc12)NCCCO	10.5%
COc1ccc(-c2n[nH]c3c2C(c2ccc(O)cc2)N(c2ccc(Br)cc2)C3=O)cc1 (stereo not given)	15.0%
Oc1c(Br)cc(Br)cc1-c1nc2ccccc2s1	-39.0%
COc1ccc(OCc2nc(C)c(CCO)c(=O)n2CC(=O)Nc2ccccc2C)cc1	3.9%
CCc1ccc(NC(=O)C2CCC(CNS(=O)(=O)c3ccc4c(c3)CC(C)N4C(C)=O)CC2)cc1 (stereo not given)	14.1%
CCOC(=O)c1cccc(Nc2c3c(nc4ccccc24)CCC3)c1	-25.9%
Cc1cc(Cl)ccc1NC(=O)C1CCCN1S(=O)(=O)c1ccc2c(c1)CCCC(=O)N2 (stereo not given)	-9.1%
COc1cc(C)c(CN(C)CC(O)COc2ccc(C)cc2)cc1OC (stereo not given)	8.0%
Cc1ccccc1COc1cccc(CNc2ccccc2)c1	?

Quoted from the listing, 6 compounds:
SMILES	KDM5B inh
O=c1[nH]c2cc3c(cc2c(=O)n1CCc1nc(-c2ccc(C(F)(F)F)cc2)no1)OCO3	4.8%
O=C(CN1C(=O)CCc2cc(S(=O)(=O)N3CCOCC3)ccc21)NCc1ccccc1	-6.6%
OCCNc1nc2ccccc2nc1NCCO	?
Cc1ccc(SC(C)C(=O)Nc2cccc(F)c2)cc1 (stereo not given)	17.5%
COc1ccc(CNc2nc(-c3ccco3)nn2C(=O)c2ccccc2C)cc1	-17.7%
CN(CC1CCOC1)S(=O)(=O)c1cccs1 (stereo not given)	8.6%

(cont.)
SMILES	KDM5B inh
COc1ccccc1NC(=O)CCn1nc(-c2ccccc2)c2ccccc2c1=O	-26.9%
COc1ccc(-c2cc(C(=O)N3CCCC3)c3cc(Br)ccc3n2)cc1	-19.1%
Cc1ccc2[nH]c(=O)c(COC(=O)c3cccs3)cc2c1	-1.0%
Cc1cc(C)c(C)c(OCC(=O)Nc2ccc(S(=O)(=O)Nc3nccs3)cc2)c1	-23.8%
CCOC(=O)CC(NC(=O)CCc1c(C)nc2c(-c3ccccc3)c(C)nn2c1C)c1ccc(C)cc1 (stereo not given)	-17.4%
O=C(c1ccc(F)cc1)N1CCCC(C(=O)N2CCN(c3ccccc3)CC2)C1 (stereo not given)	-2.0%
CCc1ccc(NC(=O)Cn2c(N3CCN(c4ccccc4)CC3)nc(C)cc2=O)cc1	32.5%
CN(CC(=O)NCc1ccc(F)cc1)S(=O)(=O)c1ccc2[nH]c3c(c2c1)CCCC3	?
Cc1ccc(C(=O)Nc2c(C(=O)NCc3ccc(Cl)cc3)sc3nc(C)cc(C)c23)cc1	-20.2%
COc1ccc(CNC(=O)NOCc2ccccc2)cc1OC	15.7%
CC(C)c1ccc(NC(=O)C(Cc2ccccc2)n2cccc2)cc1 (stereo not given)	-29.5%
CC1CN(S(=O)(=O)c2cccc(C(F)(F)F)c2)CN1C(=O)N1CCOCC1 (stereo not given)	6.6%
CCOC(=O)C1CCCN(C(=O)c2ccc3c(c2)N(Cc2ccccc2)C(=O)c2ccccc2S3=O)C1 (stereo not given)	-6.1%
Cc1ccc(NC(=S)NNC(=S)Nc2cccc(C(F)(F)F)c2)cc1	?
COCCn1c2c(c(=O)n1-c1ccccc1)CCN(Cc1cccc(C#N)c1)C2	?
COc1ccc(-c2nnc3n2CCN([S+](=O)([O-])c2cccs2)C3)cc1	-3.6%

In a second layout: entries from further up.
KDM5B inh	SMILES
-23.8%	Cc1cc(C)c(C)c(OCC(=O)Nc2ccc(S(=O)(=O)Nc3nccs3)cc2)c1
-17.4%	CCOC(=O)CC(NC(=O)CCc1c(C)nc2c(-c3ccccc3)c(C)nn2c1C)c1ccc(C)cc1 (stereo not given)
-2.0%	O=C(c1ccc(F)cc1)N1CCCC(C(=O)N2CCN(c3ccccc3)CC2)C1 (stereo not given)
32.5%	CCc1ccc(NC(=O)Cn2c(N3CCN(c4ccccc4)CC3)nc(C)cc2=O)cc1
?	CN(CC(=O)NCc1ccc(F)cc1)S(=O)(=O)c1ccc2[nH]c3c(c2c1)CCCC3
-20.2%	Cc1ccc(C(=O)Nc2c(C(=O)NCc3ccc(Cl)cc3)sc3nc(C)cc(C)c23)cc1
15.7%	COc1ccc(CNC(=O)NOCc2ccccc2)cc1OC
